Bioassay records as filed in PubChem.
Fibroblast inh: blocks proliferation of human lung fibroblasts | AID 719 | viability, % at 10 µM | LL 47 human lung fibroblast viability, ATP luminescence; hits give low values | 1.1% of 85,000 active;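 active = viability at or below 50% in the single dose screen; inactive = viability above 50%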;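 note: compound exposure lasted 72 h before the ATP readout; 100% = median luminescence of untreated cell-only wells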
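Times – overnight cell rest, 72 h compound treatment at 37 °C · Test system – human lung fibroblast line LL 47, low passage · Amount – 1,150 cells in each well · Controls – cell-only wells, no compound · Doses – 0.1% DMSO in all compound wells · Measured by – CellTiter-Glo luminescence · Buffer or medium – IMEM plus 15% FBS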
Smad3 inh: Smad3 (human) transcription factor binding inhibition. P84022. TR-FRET Smad3/Dy647-FoxH1 peptide binding, europium anti-His. inhibition, % at 25 µM. 0.29% of 88,000 active. AID 630;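 active = compounds that reduce the energy-transfer binding signal between the protein and its labelled peptide by more than half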;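 note: 0% = Smad3 plus labelled peptide maximal FRET and 100% = peptide-only background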
H69AR inhibit: growth inhibitors of human H69AR lung tumor cells; 6% of 85,000 active; H69AR lung tumor viability, ATP luminescence, 72 h; hits give low values; viability, % at 10 µM; AID 598;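 active = viability at or below 40%; inactive = viability above 40%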;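 note: multidrug resistant small cell line overexpressing MRP-1 efflux transporter; 100% = mean luminescence of untreated control wells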
ERb SRC1 inh: blocks coactivator binding to human estrogen receptor beta. inhibition, % at 25.6 µM. 1.3% of 86,000 active. Q92731. AID 633. TR-FRET ER-beta LBD / SRC1-Cy5 peptide binding; receptor agonist-loaded with 1 µM estradiol;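 active = compounds whose percent inhibition of the receptor-coactivator binding signal exceeds about 50% in the single-dose screen, limit read from the data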;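 note: 0% = receptor plus peptide wells without compound and 100% = peptide-only wells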
Target sequence (Q92731 whole entry, looked up, the tested form may be a part): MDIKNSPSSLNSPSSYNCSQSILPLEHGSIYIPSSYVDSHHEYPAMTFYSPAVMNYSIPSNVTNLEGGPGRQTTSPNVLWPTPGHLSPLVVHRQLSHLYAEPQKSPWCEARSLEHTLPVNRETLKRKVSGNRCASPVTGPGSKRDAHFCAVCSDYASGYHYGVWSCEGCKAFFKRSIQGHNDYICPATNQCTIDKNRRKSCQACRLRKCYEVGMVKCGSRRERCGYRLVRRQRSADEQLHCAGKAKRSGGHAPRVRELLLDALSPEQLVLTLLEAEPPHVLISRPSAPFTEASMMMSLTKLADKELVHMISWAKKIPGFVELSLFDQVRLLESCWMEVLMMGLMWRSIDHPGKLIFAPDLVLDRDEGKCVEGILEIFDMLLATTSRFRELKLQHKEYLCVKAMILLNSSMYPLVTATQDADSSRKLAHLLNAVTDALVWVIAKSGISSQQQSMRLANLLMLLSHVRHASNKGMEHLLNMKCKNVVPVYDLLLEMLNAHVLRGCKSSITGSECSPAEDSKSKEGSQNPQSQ
ERa coact pot: ER-alpha (human) coactivator binding potentiation. P03372. TR-FRET ERalpha-LBD/SRC-Cy5 coactivator binding, 2 h; 100 = basal binding, no effect. coactivator binding (% of control), % at 25.6 µM. 1.3% of 86,000 active. AID 639; in the data active = activity above about 200%;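 note: binding measured in presence of low estradiol as agonist stimulus; 0% = peptide alone without receptor and 100% = receptor with peptide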
HUVEC inhibit: human endothelial cell proliferation inhibition. HUVEC proliferation, CellTiter-Glo luminescence, 72 h; hits give low values. viability, % at 10 µM (by protocol). 1.1% of 86,000 active. AID 648;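 active = viability at or below 30%; inactive = viability above 30%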;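 note: 100% = median luminescence of DMSO-only cell control wells on each plate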
ERa SRC1 inh: blocks coactivator binding to human estrogen receptor alpha. inhibition, % at 25.6 µM. AID 629. TR-FRET ER-alpha LBD / SRC-1 peptide, estradiol-bound. 1.7% of 86,000 active. P03372; in the data active = inhibition above about 50%;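 note: 0% = receptor plus peptide control and 100% = peptide only without receptor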
Candida biofilm: kills Candida albicans biofilms. 0.14% of 85,000 active. inhibition, % at 6 µM. C. albicans biofilm + clotrimazole, Alamar Blue;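 active = inhibition above 20%; inactive = inhibition below 20%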;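 note: preformed 24 hr biofilms exposed to compound for 48 hr; 0% = biofilm without compound and 100% = blank killed by clotrimazole plus chlorhexidine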
sEH act: increases human soluble epoxide hydrolase activity; activation, % at 2 µM; 0.04% of 91,000 active; P34913; purified human sEH enzymatic activity, activator screen; in the data active = activation above about 37%; note: values of inactives mirror those of a sister screen read the other way
Target sequence (P34913 whole entry, looked up): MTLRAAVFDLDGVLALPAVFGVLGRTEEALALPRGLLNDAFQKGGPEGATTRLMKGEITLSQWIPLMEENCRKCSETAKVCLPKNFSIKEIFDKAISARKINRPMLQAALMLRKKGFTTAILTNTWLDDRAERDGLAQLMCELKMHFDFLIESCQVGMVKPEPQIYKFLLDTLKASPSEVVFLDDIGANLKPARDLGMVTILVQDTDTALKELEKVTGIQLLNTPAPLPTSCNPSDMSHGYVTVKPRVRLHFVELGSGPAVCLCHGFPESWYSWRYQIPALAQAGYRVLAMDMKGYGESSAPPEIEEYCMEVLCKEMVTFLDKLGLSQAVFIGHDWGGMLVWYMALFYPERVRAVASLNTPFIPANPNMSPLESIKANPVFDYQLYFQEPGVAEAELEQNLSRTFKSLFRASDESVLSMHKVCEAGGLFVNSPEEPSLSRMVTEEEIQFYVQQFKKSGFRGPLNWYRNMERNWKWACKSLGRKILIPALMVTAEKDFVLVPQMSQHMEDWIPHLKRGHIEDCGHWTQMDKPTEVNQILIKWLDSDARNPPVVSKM
An asterisk follows results filed as active; x = no result given; [ ] = remark or other dose. Only part of the results is shown; rates above refer to the full screens.

| compound | Fibroblast inh | Smad3 inh | ERa coact pot | Candida biofilm | ERa SRC1 inh | H69AR inhibit | ERb SRC1 inh | sEH act | HUVEC inhibit |
| --- | --- | --- | --- | --- | --- | --- | --- | --- | --- |
| CC1=C(C(=O)Nc2ccccn2)C(c2ccc(N(C)C)cc2)n2ncnc2N1 (stereo not drawn) | 96.0 | 8.1 | 124.0[fluorescence artefact?] | 0.1 | -5.0 | 86.2 | 9.4[fluorescence artefact?] | 3.2 | 91.1 |
| CC1=C(C)CC(C(=O)c2ccc(C)cc2)C(C(=O)O)C1 (stereo not drawn) | 98.1 | -0.8 | 93.7 | 1.7 | -2.6[fluorescence artefact?] | 96.6 | -0.9 | 5.2 | 109.2 |
| CC(C)C(=O)Nc1nnc(SCC(=O)NC2CC2)s1 | 100.0 | 12.2 | 86.4[fluorescence artefact?] | 7.0 | 6.2[fluorescence artefact?] | 103.2 | 5.2 | -4.7 | 104.8 |
| CC(C)c1ccc(C(C(=O)NC2CCCC2)N(C(=O)CNC(=O)c2ccco2)c2cccnc2)cc1 (stereo not drawn) | 102.4 | 3.5 | 99.8 | -2.9 | -17.5 | 114.4 | -16.7 | 1.6 | 97.7 |
| COC(=O)c1ccc(-c2nc3cc(N)ccc3o2)cc1 | 107.2 | -4.7 | 91.9 | 4.1 | -18.6 | 95.7 | -15.6 | -0.8 | 87.6 |
| O=S(=O)(c1ccc(OCC(O)CN2CCCC2)cc1)N1CCOCC1 (stereo not drawn) | 107.2 | -12.4 | 111.7 | 1.1 | -3.4 | 71.8 | 9.1 | -2.1 | 96.7 |
| O=C(OCc1ccco1)c1ccc(S(=O)(=O)N2CCCCC2)cc1 | 90.1 | 1.1 | 112.3 | 0.6 | 48.8 | 94.7 | 34.4 | -6.6 | 93.1 |
| O=C(OC(C(=O)NCc1ccc2c(c1)OCO2)c1ccc(Cl)cc1)c1ccco1 (stereo not drawn) | 100.7 | -4.0 | 90.2 | -1.1 | 4.0[fluorescence artefact?] | 94.7 | -4.4[fluorescence artefact?] | x | 100.1 |
| C=CCOc1ccccc1CNn1nnnc1N | 99.3 | -4.4 | 106.6 | -7.9 | 0.1 | 96.5 | -5.6 | 6.6 | 73.6 |
| Cc1ccc(C)n1-n1c(C)nc2sc(-c3ccccc3)cc2c1=O | 95.5 | 5.9 | 94.7 | -1.2 | -1.9 | 89.0 | 1.7[fluorescence artefact?] | 3.8 | 100.6 |
| O=S(=O)(c1ccccc1)N1CCN(C2CCN(Cc3ccccc3)CC2)CC1 | 93.2 | 0.3 | 128.2 | 7.5 | -6.7 | 78.5 | -6.2 | -8.9 | 98.5 |
| CC1(C)Cc2c(c(N3CCCCC3)[nH]c(=S)c2C#N)CS1 | 97.7 | -6.2 | 108.5[fluorescence artefact?] | -3.1 | 10.0[fluorescence artefact?] | 92.5 | 3.3[fluorescence artefact?] | x | 110.6 |
| Cc1ccccc1-c1nc2sc3c(c2c(=O)o1)CCC3 | 109.8 | 9.0 | 71.1 | 3.4 | 18.8 | 97.8 | 37.6 | 8.1 | 105.2 |
| Cc1cccc(C)c1NC(=O)c1c(-c2ccccc2)noc1C | 92.5 | 2.6 | 111.0 | x | -2.8 | 88.0 | -5.0 | x | 108.4 |
| Cc1cccc(CNC(=O)c2ccccc2N)c1 | 102.0 | -1.9 | 103.9 | 8.0 | 5.8 | 103.9 | 6.5 | 2.5 | 97.5 |
| Cn1c(SCC(=O)N2CCN(c3ccccc3)CC2)nnc1-c1ccncc1 | 96.2 | 3.5 | 118.8 | -5.0 | -27.7 | 84.4 | -21.6 | -2.1 | 97.7 |
| O=C(Nc1cccc(C(=O)N2CCOCC2)c1)c1cncc(Br)c1 | 95.6 | -5.9 | 115.2 | 3.5 | -2.3[fluorescence artefact?] | 82.7 | 0.1[fluorescence artefact?] | 9.9 | 96.3 |
| COc1ccc(CCN(C)C(=O)C2CCCN(Cc3ccc(OC)c(OC)c3)C2)cc1OC (stereo not drawn) | 87.5 | -2.5 | 90.6 | 4.5 | -11.3 | 82.5 | -7.3 | x | 100.9 |
| Clc1ccc2nc(N3CCCCC3)[nH]c2c1 | 97.6 | 8.9 | 94.4 | 10.0 | -36.5 | 93.0 | -14.1[fluorescence artefact?] | -22.6 | 102.4 |
| O=C(COC(=O)Cc1cccc(C(F)(F)F)c1)NCC1CCCO1 (stereo not drawn) | 92.6 | 22.7[fluorescence artefact?] | 101.1 | 8.5 | -23.4 | 96.0 | -24.0 | -5.9 | 96.2 |
| COC(=O)[C@@H](NC(=O)N(C1CCCCC1)C1CCCCC1)C(C)C | 105.3 | -16.2 | 110.4 | 0.2 | -1.6 | 85.4 | -5.7 | 0.8 | 107.9 |
| CCOC(=O)c1ccccc1NC(=O)CN1C(=O)CCS(=O)(=O)c2ccccc21 | 99.0 | -1.6 | 126.5 | 3.4 | -3.0 | 75.0 | 7.4 | 4.5 | 93.6 |
| O=C(O)CSc1ccccn1 | 108.3 | 1.6 | 109.4 | 4.2 | -5.3 | 93.7 | -6.6 | 6.8 | 95.0 |
| CC(=O)Nc1ccc(NC(=O)CSc2nnc(-c3ccco3)n2Cc2ccco2)cc1 | 93.6 | 4.8 | 102.5 | 5.6 | -0.5 | 11.5* | -1.5 | 0.3 | 91.9 |
| Nc1nonc1N1CCCCC1 | 106.5 | 9.2 | 129.7 | -0.3 | -3.7[fluorescence artefact?] | 99.7 | -6.4[fluorescence artefact?] | -6.8 | 105.9 |
| Cc1sc2nc(CN(CCc3ccccc3)C(=O)c3ccco3)[nH]c(=O)c2c1C | 107.5 | 7.9 | 99.5[fluorescence artefact?] | -3.3 | 4.8[fluorescence artefact?] | 70.2 | 1.9[fluorescence artefact?] | x | 94.0 |
| O=C(CC1C(=O)NC2CCCCC2N1C(=O)c1ccc(F)cc1)Nc1ccccc1 (stereo not drawn) | 91.8 | -5.8 | 100.6 | 6.3 | -10.9 | 75.5 | -12.4 | 6.5 | 89.7 |
| CCOC(=O)c1sc(NC(=O)c2ccc(C)s2)cc1C | 90.1 | 0.3 | 125.3 | 1.4 | -9.2 | 43.6 | 2.5 | -86.3 | 82.8 |
| COc1ccc(CCN(Cc2cc3cccc(C)c3[nH]c2=O)C(=O)NC2CCCCC2)cc1OC | 107.7 | 7.9 | 110.6 | -1.2 | 2.1 | 106.2 | 0.0 | -22.6 | 94.1 |
| CCOc1cc(/C=N/NC(=O)CNc2ccc(C)cc2)ccc1OC(=O)c1ccccc1 | 99.8 | 2.5 | 95.2 | -1.1 | -2.6 | 46.9 | 0.7 | 22.2 | 83.9 |
| Cc1ccc2[nH]c3c(c2c1)CN(C(=O)CN1CCN(c2ccccc2F)CC1)CC3 | 102.9 | -10.8 | 121.7 | -3.4 | -1.0 | 75.5 | 6.5 | 6.2 | 78.6 |
| COCCSc1nnc(-c2cccc(C#N)c2)n1C | 100.4 | 3.7 | 128.7[fluorescence artefact?] | 4.9 | -5.3 | 99.6 | -5.7[fluorescence artefact?] | 2.9 | 105.0 |
| C/C(N)=C(\C#N)C(=O)NCc1ccccn1 | 103.1 | 15.7 | 106.2 | 6.2 | 1.5[fluorescence artefact?] | 98.5 | 2.8 | -13.3 | 105.7 |
| O=C(c1cccc(F)c1F)N1CCCC1 | 94.0 | 1.5 | 101.5 | 7.1 | -37.2 | 109.5 | -25.6[fluorescence artefact?] | 7.7 | 93.2 |
| CC(C)C(c1nnnn1Cc1ccc(F)cc1)N1CCN(C(=O)c2ccco2)CC1 (stereo not drawn) | 88.6 | 5.6 | 121.1 | 4.5 | -5.4 | 93.8 | -6.9 | 4.6 | 98.8 |
| COC(C(=O)Nc1ccccc1F)c1ccccc1 (stereo not drawn) | 98.0 | 16.2 | 124.8[fluorescence artefact?] | 1.9 | -3.0 | 93.2 | 0.6 | 17.6 | 86.4 |
| CCOC(=O)C1CCCCN1Cc1cc(Cl)ccc1O (stereo not drawn) | 102.1 | -7.7 | 101.2 | 1.0 | 8.5 | 96.5 | 22.9[fluorescence artefact?] | 33.2 | 101.7 |
| O=C(O)/C(=C1/OC(=O)c2ccccc21)c1ccccc1 | 103.5 | -13.1 | 111.3 | -2.5 | -0.1 | 79.5 | -1.0 | 5.3 | 96.7 |
| COCCN1C(=O)C(=O)/C(=C(/O)c2ccc(OCC(C)C)cc2)C1c1cccnc1 (stereo not drawn) | 104.5 | 1.1 | 118.4 | 1.7 | -6.1 | 93.1 | 5.7 | x | 101.3 |
| Cc1cc(O)ccc1Nc1nc(-c2sc(N)nc2C)cs1 | 105.1 | -4.9 | 65.6[fluorescence artefact?] | 8.9 | 17.4[fluorescence artefact?] | 79.9 | 30.6[fluorescence artefact?] | -4.4 | 79.7 |
| CN(C(=O)c1cc2sccc2n1C)C1CCCCC1 | 102.6 | -2.6 | 101.6 | 3.5 | -6.9 | 87.0 | -6.3 | -8.7 | 97.5 |
| CC(=O)N1CCN(C(=O)Cn2c(=O)oc3ccccc32)CC1 | 102.3 | -6.0 | 103.3[fluorescence artefact?] | 8.1 | 1.1 | 96.2 | 0.7 | 6.1 | 104.9 |
| CN(CC(=O)O)S(=O)(=O)c1cc(Cl)ccc1Cl | 100.7 | -6.8 | 119.2 | x | 0.2 | 95.7 | 1.6 | 4.1 | 100.5 |
| Cc1nn(-c2ccccc2)c2sc(C(=O)n3cccn3)cc12 | 92.5 | 2.7[fluorescence artefact?] | 99.9 | 5.5 | 14.9[fluorescence artefact?] | 38.2* | 7.8[fluorescence artefact?] | x | 48.3 |
| COc1ccc(-c2nnc(SCC(=O)N3CCOCC3)o2)cc1 | 93.3 | 2.3 | 117.2 | 4.7 | 12.5 | 85.8 | 0.8[fluorescence artefact?] | 2.5 | 88.9 |
| CCOC(=O)c1oc2ccc(S(=O)(=O)n3nc(-c4ccc(OC)cc4)cc3N)cc2c1C | 78.9 | -8.6 | 93.9 | 7.2 | -4.2 | 26.7* | -6.2 | x | 74.3 |
| Clc1ccc(CSc2nnc(-c3ccc4c(c3)OCO4)o2)cc1 | 100.2 | 3.7 | 177.4[fluorescence artefact?] | 5.7 | 9.0 | 87.4 | -5.2[fluorescence artefact?] | 1.7 | 98.4 |
| CCOC(=O)c1ccc(NC(=O)c2ccccc2)cc1 | 104.0 | 19.5 | 107.2 | 3.0 | 10.3 | 94.7 | -5.1 | 4.2 | 101.8 |
| Cc1ccc(SC(C)C(=O)Nc2ccc(S(=O)(=O)N3CCOCC3)cc2)cc1 (stereo not drawn) | 105.8 | 3.7 | 112.3 | 6.4 | 0.8 | 83.2 | -3.0 | -12.5 | 95.9 |
| O=C(NCc1cccc(F)c1)c1noc2c1CCCC2 | 77.8 | -2.8 | 119.7 | 0.8 | -14.6 | 39.8* | 19.7[fluorescence artefact?] | x | 82.9 |

Next structures
| compound | Fibroblast inh | Smad3 inh | ERa coact pot | Candida biofilm | ERa SRC1 inh | H69AR inhibit | ERb SRC1 inh | sEH act | HUVEC inhibit |
| --- | --- | --- | --- | --- | --- | --- | --- | --- | --- |
| FC(F)(F)c1cc(-c2ccco2)nc(NCc2cccnc2)n1 | 96.1 | 0.9 | 104.2 | 2.2 | -10.7 | 29.3* | -11.7 | x | 55.0 |
| Cn1c(C(C#N)C(=O)c2ccco2)nc2ccccc21 (stereo not drawn) | 79.9 | 35.6[fluorescence artefact?] | 114.6 | -1.4 | -3.6 | 32.6* | -2.2 | x | 89.4 |
| CCN(CC)C(=O)CP(=O)(c1ccccc1)c1ccccc1 | 98.7 | -2.9 | 104.5 | 1.5 | -6.5 | 86.9 | 7.8 | x | 92.1 |
| CC(C)n1c(SCC(N)=O)nc2c1c(=O)[nH]c(=O)n2C | 99.2 | 8.0 | 79.1 | 3.2 | 14.9 | 91.6 | 0.5 | 17.0 | 92.8 |
